Assay outcomes as filed in PubChem BioAssay.
SENP1 FRET inh: SENP1 (human) catalytic domain inhibition; Q9P0U3; 0.21% of 360,000 active; inhibition, % at 10 µM; recombinant SENP1 catalytic domain, CyPet-SUMO1-YPet FRET cleavage;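 active means inhibition at least 30% at 10 µM, raw YFP signal under a set limit, fluorescence ratio 0.5 to 1.5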;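 further: 0% = enzyme with DMSO and 100% = no enzyme wells; some results filed as inactive read as strong as hits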
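system = hSENP1 catalytic domain, recombinant | reagent = SFCypet-SUMO1-SFYpet substrate at 25 nM | doses = one dose per compound, 10 µM, 0.5% DMSO | incubation = enzyme reaction for 50 min at room temperature, dark | measured by = FRET, CFP and YFP emission | controls = no-enzyme low, enzyme-DMSO high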
ATG4B inh: ATG4B (human) cysteine protease inhibition; Q9Y4P1; ATG4B cleavage of LC3-PLA2, NBD-HPC fluorescence, 1 h; inhibition, % at 8.33 µM; 0.51% of 340,000 active; in the data active means inhibition above about 40%
GRIN3A LBD mod: NR3A (human) ligand-binding domain modulation | NR3A LBD differential scanning fluorimetry, Tm shift; 0% = protein alone, 100% = glycine-bound protein | Tm shift relative to glycine control, % at 25 µM | 2.5% of 340,000 active;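 active means melting temperature shift of at least 10% of the positive control shift, at one fixed dose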
SENP6 inh: blocks the human protease SENP6 | AID 2599 | inhibition, % at 10 µM | 1.8% of 330,000 active | Recombinant SENP6 catalytic domain, aminoluciferin luminescence | Q9GZR1;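 active means inhibition above about 50% at the single tested dose, limit read from the data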;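 further: plate controls were DMSO wells with enzyme for no effect and DMSO wells lacking enzyme for full effect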
Target sequence (Q9GZR1 628-1112 limits assumed): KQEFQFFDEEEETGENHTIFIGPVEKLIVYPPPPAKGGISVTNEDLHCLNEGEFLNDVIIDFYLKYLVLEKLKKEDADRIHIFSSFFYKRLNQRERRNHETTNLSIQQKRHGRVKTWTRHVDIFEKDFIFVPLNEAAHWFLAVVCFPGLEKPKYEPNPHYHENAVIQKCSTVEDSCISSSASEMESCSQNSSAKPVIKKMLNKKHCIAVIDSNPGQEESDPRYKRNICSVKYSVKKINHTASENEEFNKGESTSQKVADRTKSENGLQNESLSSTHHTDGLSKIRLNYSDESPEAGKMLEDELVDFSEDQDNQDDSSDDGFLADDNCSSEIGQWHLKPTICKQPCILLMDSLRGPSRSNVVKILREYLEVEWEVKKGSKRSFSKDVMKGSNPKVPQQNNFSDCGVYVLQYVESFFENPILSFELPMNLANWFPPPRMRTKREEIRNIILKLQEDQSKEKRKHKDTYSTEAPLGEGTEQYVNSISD
MPTP block: permeability transition pore inhibition | 1.4% of 360,000 active | inhibition, % at 10 µM | isolated mouse mitochondria, Ca2+ swelling absorbance, 30 min;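 active means inhibition of 50% or more, scaled per plate between neutral and stimulator controls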;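 further: 0% = DMSO wells given calcium and 100% = 1 mM EGTA wells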
hIAP activ: increases human intestinal alkaline phosphatase activity; P09923; purified human IAP, CDP-Star luminescence, 30 min; active compounds read high; 1 = vehicle-only enzyme, 0 = enzyme-free background; activation factor at 10 µM; 0.16% of 330,000 active;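 active means activation factor of the enzyme at least 2-fold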; further: the source names both 10 and 20 µM as test concentration; values of inactives mirror those of a sister screen read the other way
Target sequence (P09923 whole entry, looked up): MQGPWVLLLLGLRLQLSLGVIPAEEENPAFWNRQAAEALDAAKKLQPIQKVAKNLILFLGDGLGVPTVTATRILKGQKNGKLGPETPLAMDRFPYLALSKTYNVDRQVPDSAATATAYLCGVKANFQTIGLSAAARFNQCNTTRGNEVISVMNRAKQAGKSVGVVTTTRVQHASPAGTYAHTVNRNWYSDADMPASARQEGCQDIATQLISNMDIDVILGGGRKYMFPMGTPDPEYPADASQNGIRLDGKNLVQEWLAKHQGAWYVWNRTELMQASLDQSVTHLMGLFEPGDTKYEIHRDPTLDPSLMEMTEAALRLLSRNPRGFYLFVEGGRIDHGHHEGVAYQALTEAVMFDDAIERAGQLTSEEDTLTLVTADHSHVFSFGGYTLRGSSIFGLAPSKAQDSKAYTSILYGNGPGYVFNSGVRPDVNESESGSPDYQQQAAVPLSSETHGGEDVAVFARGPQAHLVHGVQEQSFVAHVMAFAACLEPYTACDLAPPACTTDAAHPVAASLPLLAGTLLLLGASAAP
SENP8 inh: blocks human SENP8 cleavage of Nedd8 substrate; Q96LD8; AID 602440; recombinant SENP8, Nedd8 substrate fluorescence; 0.64% of 360,000 active; inhibition, % at 20 µM; in the data active means inhibition mostly above about 40%, no sharp cut-off; inactive means mostly below about 27%
PfG6PD inh: PfG6PD (Plasmodium falciparum) enzyme inhibition; PfGluPho enzyme, NADPH resazurin-diaphorase fluorescence; 0.78% of 350,000 active; inhibition, % at 20 µM; AID 504690;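 active means inhibition reaching at least a set limit at 20 µM in the primary screen, cut at about 59% in these data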;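 further: 0% = DMSO wells with substrate and 100% = DMSO wells lacking glucose-6-phosphate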
* marks the source's active call; other numbers are inactive results; x = not tested or not shown; & = joins results of further samples. The order is random (roughly 6.7% active in at least one column).

SMILES | SENP1 FRET inh | ATG4B inh | GRIN3A LBD mod | SENP6 inh | MPTP block | hIAP activ | SENP8 inh | PfG6PD inh
c1ccc(COc2ccc(CNn3cnnc3)cc2)cc1 | 2 | -1 | 2 | -34 | -0.6 | 0.46 | 10 | 20
C#CCOCCOCCOCCNc1nc(N2CCN(C(=O)[C@H](Cc3cc4ccccc4[nH]3)n3cc(C(N)CC(C)C)nn3)CC2)nc(N2CCN(C(=O)[C@H](CCC(=O)O)n3cc(C(N)[C@H](C)CC)nn3)CC2)n1 (some centres not stated) | -20 | -8 | -2 | 18 | -1.7 | 1.1 | -15 | 5
NNc1ncnc2c1cnn2-c1ccccc1 | -2 | -13 | 0 | -7 | -1.2 | 1 | -7 | -21
Cc1nc2ccc(NC(=O)c3cc(S(=O)(=O)N4CCOCC4)ccc3C)cc2s1 | 0 | -10 | -1 | -21 | 12 | 1.1 | 12 | 4
O=C(CNC(=O)c1cccs1)N/N=C/c1ccc(Cl)cc1 | 2 | 6 | -4 | -9 | -1.0 | 1 | -3 | -8
CCN(CC)c1ccc(/C=N/NC(=O)c2ccccn2)cc1 | -32 | 1 | 0 | 1 | 2.5 | 1 | -241 | 4
CC(C)c1ccc(OCC(=O)N2CCc3ccccc3C2)cc1 | -2 | 17 | -1 | 28 | -0.9 | 0.85 | 10 | -5
CCN(CC)C(=O)[C@H]1CC(CC(=O)NCCN2CCOCC2)C(=O)N2CCc3c([nH]c4ccc(OC)cc34)[C@]12C (some centres not stated) | 4 | -4 | 1 | x | -1.4 | x | 7 | 4
CCO/C([O-])=N/c1c[n+](N2CCOCC2)no1 | 1&0 | 1&-4 | -1&1 | -8&7 | -0.8&-2.3 | 1.1&0.94 | 5&13 | 12&8
O=C1CC(c2ccccc2)CN1C(=O)c1cncc(Br)c1 (configuration not stated) | 3 | 2 | -1 | -6 | 2.5 | 1 | 11 | 0
O=C(NCCC1=CCCCC1)c1cccc2c1C(=O)N(C1CCCCC1)C2 | 2 | -5 | -15 | -1 | 5.2 | 0.97 | 1 | 11
Cc1cc(Cl)ccc1OC(C)C(=O)OCC(=O)Nc1ccc2[nH]c(=O)[nH]c2c1 (configuration not stated) | -12 | -27 | -7 | -27 | -1.4 | 1 | -31 | 13
CC1=C(C/C=C(\C)CCCC(C)CCCC(C)CCCC(C)C)C(=O)c2ccccc2C1=O (configuration not stated) | -18 | 7 | -4 | 7 | -2.2 | 0.97 | -7 | 8
C/C=C1\C(OC2OC(CO)C(O)C(O)C2O)OC=C(C(=O)OC)C1CC(=O)OCC1C(C)C(OC(=O)CC2C(C(=O)OC)=COC(OC3OC(CO)C(O)C(O)C3O)/C2=C\C)CC1C(CO)CO (configuration not stated) | -1 | -19 | -1 | 0 | -3.2 | 0.87 | 35 | 1
CCSc1nc(-c2ccc(OC)cc2)n(-c2nc3ccccc3s2)n1 | 2 | 0 | 6 | 11 | -1.4 | 0.88 | -102 | 43
CN1CCN(c2ccc(NC(=O)c3ccc(Cl)cc3Cl)cc2)CC1 | 2 | -12 | 0 | 6 | 0.2 | 0.9 | 4 | -2
CCN1C(=O)[C@H]2[C@@H](c3ccc(-c4ccc(Cl)c(Cl)c4)c(OC)c3)N3CCCC[C@@]3(C(=O)OC)[C@H]2C1=O | 1 | -3 | -11 | -3 | -0.1 | 1 | -6 | 17
Cc1[nH]c(N=Nc2ccccc2)nc1N=Nc1ccccc1 | 6 | 24 | -22 | -31 | 47 | 0.9 | 68* | -3
COc1ccccc1N1CCN(CCCNC(=O)Nc2ccccc2C)CC1 | 1 | 9 | 1 | -6 | 2.7 | 1 | 19 | -11
CC(=O)N1C(c2ccccc2)CC(=O)OC1c1ccc2c(c1)OCO2 (configuration not stated) | 1 | 4 | 0 | -6 | 2.9 | 0.99 | 10 | -24
Cc1nn(Cc2ccc(C(=O)NN)o2)c(C)c1Cl | 0 | 3 | 0 | -17 | 1.6 | 0.92 | 19 | -13
Cc1ccc2c(c1)Oc1ccc([N+](=O)[O-])cc1C(=O)N2 | 3 | -8 | -19 | -11 | 0.4 | 2.4* | 20 | -6
O=C(c1ccc(NC(=O)C(c2ccccc2)c2ccccc2)cc1)c1ccc(C(=O)O)c(C(=O)O)c1 | 2 | 3 | 3 | 12 | -1.8 | 1 | 14 | -24
CCOC=C1C(=O)N(C(C)=O)c2cc(OC)c(OC)cc21 | 2 | 1 | -10 | x | -0.7 | x | -14 | 14
Cc1ccc(NC(=O)CN(C)Cc2cc(=O)n3ccsc3n2)cc1 | -9 | 23 | -1 | -11 | 0.4 | 1.1 | -34 | -2

(further entries)
SMILES | SENP1 FRET inh | ATG4B inh | GRIN3A LBD mod | SENP6 inh | MPTP block | hIAP activ | SENP8 inh | PfG6PD inh
Cc1ccc(-c2cc(C(=O)Nc3ccncc3)c3ccccc3n2)cc1 | 0 | 0 | -3 | -6 | 0.1 | 0.88 | -183 | 16
COc1cc(Cl)c(C)cc1NC(=O)CSc1nnc(-c2ccccn2)n1Cc1ccco1 | 1 | 20 | -16 | -9 | 2.7 | 0.99 | 27 | 10
Cc1cccc(NC(=S)NCCN(C2CCCCC2)C2CCCC2)c1 | 0 | 5 | -2 | 3 | 5.0 | 1.3 | 13 | -12
COc1cc(OC)cc(C(=O)N[C@H](C(=O)OCC(=O)N2CCc3ccccc32)C(C)C)c1 | 3 | -10 | 2 | 1 | -0.6 | 0.94 | 0 | 18
CC(=O)Nc1nc(-c2ccc(Cl)cc2)nc(C)c1C(C)=O | -8 | -6 | -6 | -9 | 2.2 | 1.2 | -4 | 17
CCCN1CCCc2ccccc21 | -10 | -7 | -14 | -2 | 1.3 | 0.81 | -4 | 6
COc1ccc(CC(=O)NNS(=O)(=O)c2ccccc2)cc1OC | 1 | 5 | -1 | -11 | -1.5 | 1 | 9 | -17
CCC(=O)Nc1ccc(C(=O)NNC(=O)C2CCCCC2)cc1 | 0 | -5 | 1 | 8 | -0.1 | 1.1 | 0 | -4
CC(=O)NS(=O)(=O)c1ccc(N=c2ssc3c2-c2cc(C)c(C)cc2NC3(C)C)cc1 | 2 | 14 | -14 | 8 | 0.9 | 0.87 | 22 | -13
Cc1ccc(N2C(=O)C(Cl)=C(N3CCOCC3)C2=O)cc1Cl | 14 | -1 | -16 | -5 | -1.9 | 1 | 18 | -6
COc1ccc(CCNC(=O)C2CCN(C(=O)c3ccc(Cl)cc3)CC2)cc1OC | 0 | -2 | 4 | 8 | 0.1 | 1.2 | 13 | 2
N#CC1=C(N)Oc2cc(O)ccc2C1c1cccs1 (configuration not stated) | -12 | 5 | -7 | -13 | 1.0 | 0.75 | 27 | -4
COc1ccc(NC(=O)CSCC(=O)Nc2nnc(CC(C)C)s2)cc1 | -1 | -7 | 0 | -13 | 0.7 | 1.1 | -1 | -5
CNC(=O)c1sc(SC)cc1-c1ccc(Cl)cc1 | 0 | 14 | 0 | 5 | -2.0 | 1.1 | 22 | -5
CCCCCC1C/C(=N\O)C=C(C)C1C(=O)OC (configuration not stated) | 1 | -7 | 1 | -19 | 2.1 | 1 | 17 | -4
CCOc1ccccc1NC(=O)Cn1c(=O)sc2ccccc21 | 0 | -3 | 0 | 2 | -2.7 | 1.1 | 14 | 3
CCOC(=O)NC(=O)/C(C#N)=N\Nc1ccc(Cl)cc1 | 1 | 3 | -5 | -8 | 90* | 0.9 | 43* | 9
COC(=O)c1ccc(-n2nnnc2SCc2nn[nH]n2)cc1 | -1 | -8 | 0 | 8 | 1.1 | 0.85 | -4 | -18
CCN(C[C@H]1N[C@@](CC)(C(=O)OC)[C@H]2C(=O)N(C)C(=O)[C@@H]12)S(=O)(=O)c1ccc(-c2ccccc2)cc1 | 2 | -6 | 3 | -14 | 1.9 | 1.1 | 5 | 2
COc1ccccc1NC1=NC(c2ccc(Cl)cc2)N=C(N)N1 (configuration not stated) | -1 | -8 | -1 | 2 | -1.2 | 1 | 12 | 4
CC1(C)Cc2c(sc(NC(=O)c3ccc(Br)o3)c2C#N)CO1 | -85 | -9 | -3 | -53 | 2.0 | 0.83 | -38 | 25
C[C@@H]1CN(Cc2nc(-c3cnccn3)no2)C[C@H](C)O1 | -1 | 0 | 0 | -3 | -4.4 | 0.97 | 0 | -11
CCCNC(=O)c1ccc(N2CCC3(CC2)CC(c2ccccc2)=NO3)c(NC(=O)c2ccc(Br)cc2)c1 | -3 | 0 | 0 | -1 | 0.9 | 0.8 | 6 | -10
O=C(CNC(=O)c1sc2ccccc2c1Cl)NCc1ccccc1 | -3 | 1 | 2 | 0 | 0.2 | 0.97 | 1 | -2
CC(=O)Nc1cccc(NC(=O)CCc2ccccc2)c1 | 3 | 7 | 2 | -9 | 0.1 | 0.98 | 22 | -2

Continued.
SMILES | SENP1 FRET inh | ATG4B inh | GRIN3A LBD mod | SENP6 inh | MPTP block | hIAP activ | SENP8 inh | PfG6PD inh
COc1cc(C=O)ccc1OC(=O)N1CCOCC1 | 0 | -1 | -1 | 0 | -0.9 | 1.1 | 9 | -7
Cn1cccc1/C=N\NC(=O)C1COc2ccc(C(C)(C)C)cc2O1 (configuration not stated) | 4 | 3 | -9 | -6 | 1.9 | 0.92 | 16 | 18
O=C(NCc1ccccc1)c1ccccc1-c1nc2ccccc2[nH]1 | 2 | -5 | -1 | -10 | -0.3 | 1.1 | -28 | 10
CCOCC(=O)Nc1cc(Cl)ccc1C | 1 | -13 | 0 | -23 | -1.5 | 0.98 | 12 | 17
CN(CCNC(=O)c1cccc(N2CCCC2=O)c1)Cc1ccccc1 | 0 | -8 | -4 | -22 | 1.3 | 1 | 2 | 14
C[C@H](CO)N1C[C@H](C)[C@@H](CN(C)C(=O)Nc2ccc(F)cc2)OCc2cnnn2CCCC1=O | 0 | x | x | x | 0.9 | x | 4 | 7
C=CCn1c(Cc2ccc(OC)cc2)nnc1SCC(=O)NCCc1ccccc1 | 3 | -1 | -5 | -16 | -1.1 | 1.1 | 12 | -4
O=C(Nc1cc(S(=O)(=O)N2CCOCC2)ccc1N1CCOCC1)c1cnccn1 | 2 | -1 | -2 | -10 | 0.9 | 1.1 | 9 | -2
O=C(COc1ccc(Cl)cc1)NNC(=O)c1ccncc1 | 1 | 1 | 0 | -2 | 0.0 | 1.1 | 15 | -8
Cc1ccc(S(=O)(=O)CCC(=O)N2CCN(c3ccc(Cl)cc3)CC2)cc1 | -3 | -19 | -2 | -26 | 9.6 | 1.1 | 12 | 17
C[C@H](CO)N1C[C@H](C)[C@@H](CN(C)Cc2ccc3c(c2)OCCO3)OCc2cnnn2CCCC1=O | -1 | x | x | x | -1.1 | x | 6 | 3
O=C(CSc1nnc(-c2ccc(C(F)(F)F)cn2)o1)Nc1cccc(Cl)c1 | 0 | -5 | 2 | -14 | 1.4 | 0.92 | 5 | -5
CCOc1ccc(C2C(C(=O)OC)=CN(C(C)c3ccccc3)C=C2C(=O)OC)cc1 (configuration not stated) | -113 | -2 | 5 | -14 | -0.2 | 1.3 | -301 | 14
CCCCOC(=O)c1cc(C)nc2ccc(Br)cc12 | 4 | -6 | -6 | 9 | 0.0 | 1.2 | 12 | 2
CN(C)c1ccc(CNc2ccc3c(c2)ncn3C(C)(C)C)cc1 | 1 | -6 | 2 | 19 | 0.6 | 1 | -100 | 18

One compound at a time (already shown). Order of values: SENP1 FRET inh, ATG4B inh, GRIN3A LBD mod, SENP6 inh, MPTP block, hIAP activ, SENP8 inh, PfG6PD inh
`CC1(C)Cc2c(sc(NC(=O)c3ccc(Br)o3)c2C#N)CO1` is listed as -85, -9, -3, -53, 2.0, 0.83, -38, 25
`CN(C)c1ccc(CNc2ccc3c(c2)ncn3C(C)(C)C)cc1` is listed as 1, -6, 2, 19, 0.6, 1, -100, 18
`CCOC(=O)NC(=O)/C(C#N)=N\Nc1ccc(Cl)cc1` is listed as 1, 3, -5, -8, 90*, 0.9, 43*, 9
`CCC(=O)Nc1ccc(C(=O)NNC(=O)C2CCCCC2)cc1` is listed as 0, -5, 1, 8, -0.1, 1.1, 0, -4
`C[C@@H]1CN(Cc2nc(-c3cnccn3)no2)C[C@H](C)O1` is listed as -1, 0, 0, -3, -4.4, 0.97, 0, -11
